TGFb SMAD3 inh – blocks TGF-b signaling; HepG2 CAGA-GFP TGF-b/SMAD3 reporter, GFP fluorescence, 18 h; TGF-beta stimulated, 500 pg/mL final; Potency, µM (titrated, usually from 46.1 µM), inactives show top-dose activity, negative = inhibition, actives largely listed as inhibitors; 410,000 tested, 1.2% active; note: potency is the fitted concentration of half-maximal effect; % is set by controls: 0 for no effect and ±100 for the full control effect; nearly all actives have a fitted effect of over 65% in size
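Smad-responsive CAGA-GFP expression was quantified in HEPG2 cells exposed to compounds and 500 pg/mL final TGF-beta for 18 h at 37 degrees C; unstimulated wells defined full inhibition.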
MmCpn inh – M. maripaludis TRiC chaperonin inhibition. purified Mm-Cpn ATPase, ADP Transcreener TR-FRET. Potency, µM (series often up to 76.9 µM), inactives show at the top dose activity, negative = inhibition, most hits filed as inhibitors. 330,000 tested, 0.031% active; note: potency is the fitted concentration of half-maximal effect; % is set by controls: 0 for no effect and ±100 for the full control effect; nearly all actives have a fitted effect of over 80% in size
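25 nM Mm-CPN + cpd, 10 min 37°C; + 10 uM ATP, 30 min 37°C; buffer 30 mM Tris pH 7.4, 100 mM KCl, 5 mM MgCl2, 1 mM DTT; Transcreener ADP HTRF detection 30 min RT.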
HepG2 tox – counter-screen for TGF-b inhibitors: cytotoxicity in HepG2 cells; 410,000 tested, 0.76% active; HepG2 CAGA-GFP viability, ATP luminescence, 18 h; Potency, µM (titrated, usually from 46.1 µM), for the others: at the top dose activity change, negative = cytotoxicity, usual class: cytotoxic; note: potency is the fitted concentration of half-maximal effect; some results filed as inactive show a strong effect at the top dose
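HepG2 CAGA-GFP cells (1000/well, DMEM with 1% FBS) received compound, then TGF-beta at 500 pg/mL final, and were incubated 18 hours at 37 degrees C. Viability was read by CellTiter-Glo luminescence. Media-only wells were set as complete cell-killing and DMSO as no toxicity.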
Abeta yeast res – restores growth of yeast expressing A-beta42 peptide; yeast expressing A-beta42, growth rescue, OD600, 48 h; response scale: 0% DMSO, 100% iron-clioquinol control; 410,000 tested, 0.063% active; Potency, µM (doses to about 46.1 µM), without a hit: at the top dose growth rescue, most hits filed as activators; note: potency is the fitted concentration of half-maximal effect; nearly all actives have a fitted effect of over 55% in size
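Yeast growth medium received pinned compounds, then yeast cells expressing toxic A-beta were added; plates incubated at 30 C for 48 hr. Growth read as absorbance at 600 nm, normalized to DMSO and equimolar FeCl3 plus clioquinol controls.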
Nrf2 ARE act – Nrf2 pathway activation. AREc32 ARE-luciferase reporter (MCF7-derived line), luminescence, 24 h. AID 624171. Potency, µM (series often up to 46.1 µM), without a hit: at the highest dose activation, actives largely listed as activators. 410,000 tested, 0.31% active; note: potency is the fitted concentration of half-maximal effect; % of control where 0% means no effect; nearly all actives have a fitted effect of over 65% in size
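Luminescent ARE reporter assay in AREc32_Fluc cells: overnight plating at 37 deg C, 24 hr compound incubation, Steady-Glo added, 30 min RT before reading.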
CCT modulator – modulators of cytosolic chaperonin (CCT/TRiC) activity. purified chaperonin ATPase assay, HTRF ADP detection, 30 min. activity change, % (concentration not given with the values), hits read low. 360,000 tested, 0.3% active; in the data active = activity change below about -30%; note: % is set by controls: 0 for no effect and ±100 for the full control effect
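TRiC (40 or 20 nM final, by batch activity) in 30 mM Tris pH 7.4, 100 mM KCl, 5 mM MgCl2, 1 mM DTT was treated with compound at 76 uM single dose, then 10 uM ATP, 30 min at 37 °C. ADP was read by HTRF Transcreener.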
Nrf2 inh – blocks Nrf2 signaling. A549 ARE-Fluc reporter, luciferase luminescence, 18-24 h. Potency, µM (doses to about 46 µM), for inactives: at the highest dose activity change, negative = inhibition, actives largely listed as inhibitors. 360,000 tested, 2.1% active. AID 504444; note: potency is the fitted concentration of half-maximal effect; % is set by controls: 0 for no effect and ±100 for the full control effect; nearly all actives have a fitted effect of over 60% in size
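In this cell-based qHTS, ARE-driven firefly luciferase in A549 cells reports Nrf2 activity; the luminescent signal after BugLite lysis is the measured value, with a prior CellTiter-Fluor read for cell health.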
A549 tox – A549 cytotoxicity, counter-screen for Nrf2 inhibitors; A549 ARE-Fluc cells, CellTiter-Fluor viability, 18-24 h; Potency, µM (highest dose often 46 µM), inactives show at the top dose activity change, negative = cytotoxicity, hits mostly inhibitors; 390,000 tested, 0.16% active; AID 504648; note: potency is the fitted concentration of half-maximal effect; % is set by controls: 0 for no effect and ±100 for the full control effect
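A549 ARE-Fluc cells in 5% FBS OPTI-MEM, 5000 cells/well, rested 2 h then exposed to compounds in concentration-response for 18-24 h at 37 °C. Viability by CellTiter-Fluor fluorescence (Ex 405/Em 525) after 30 min; luciferase luminescence (BugLite, 15 min, RT) read afterwards.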
pAkt inh – inhibitors of Akt phosphorylation. Neuro2A IGF-stimulated pAkt S473 HTRF, 20 min; stronger effect = lower value. activity change, % for hits at 50 µM. 360,000 tested, 0.32% active; in the data active = activity change below about -80%; inconclusive = mostly about -51% to -80%; note: % is set by controls: 0 for no effect and ±100 for the full control effect
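Neuro2A cells (4,500/well, DMEM with 0.5% FBS) were treated with compound at a single 50 µM final concentration, stimulated with 6 nM IGF for 20 min at 37 °C, and lysed. Phospho-Akt Ser473 was read by HTRF as 665/615 ratio ×10^4.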
The depositor's hits bear a star; i = inactive; ? = inconclusive; . = not tested or not shown; & = joins results of further samples. Unless noted, calls come from the whole dose curve; as a rule, active = well fitted curve in the direction sought with a large enough effect; inconclusive = small, poorly fitted or top-dose-only effect, or another doubt; inactive = no such curve, though single readings can be large; an effect the other way counts as inactive or inconclusive.

1	CC1(c2ccc(Cl)cc2)NC(=O)N(CC(=O)NCc2cccs2)C1=O (centres undefined)
2	CCC(=O)N1CCc2cc(S(=O)(=O)CCC(=O)NCc3ccc(OC)cc3)ccc21
3	CCC(COC)NC(=O)c1ccc(OC)c(OC2CCN(C(C)=O)CC2)c1 (centres undefined)
4	N#Cc1cn(CC(=O)N2CCc3ccccc3C2)c2ccccc12
5	Cc1ccc(C(=O)N/C(=C\c2cccnc2)C(=O)N2CCCC2)cc1
6	CNc1nc(=S)[nH]c2ccccc12
7	Cc1ccccc1CN1C(=O)CS/C1=N/N=C/c1ccco1
8	COc1cccc(Nc2ncnc3sc(C)cc23)c1
9	CC(C)OC(=O)c1c(-c2ccccc2)c(-c2ccccc2)nn(C)c1=O
10	CC(=O)Oc1cc2c(C(=O)NCCCN3CCOCC3)c(C)oc2c2ccccc12

Assay by compound | 1 | 2 | 3 | 4 | 5 | 6 | 7 | 8 | 9 | 10
TGFb SMAD3 inh | -13% | -1%&1% | 3% | -8% | -5% | 15% | 0% | -21% | ? | -7%
MmCpn inh | -1% | -1% | 0% | -1% | 4% | 0% | 1% | -2% | . | -1%
HepG2 tox | -16% | -50%&-22% | 28% | -15% | -9% | -17% | -15% | -25% | -32% | -2%
Abeta yeast res | 3% | -18%&-11% | -2% | 6% | -12% | . | -11% | -8% | 8% | -24%
Nrf2 ARE act | 2.2% | -1.6%&0.2% | -0.3% | -0.4% | 0.1% | 0.3% | ? | 5.1% | 3.9% | -1.6%
CCT modulator | 1.2 | -2.7 | -0.9 | -1.2 | -0.6 | -2.4 | -0.6 | -0.2 | . | 0.9
Nrf2 inh | 7% | -2%&18% | 1% | -12% | -7% | -9% | ? | ? | 9.2µM* | 0%
A549 tox | 23% | 4%&14% | -3% | -10% | 1% | -4% | 1% | 0% | -4% | -3%
pAkt inh | i | i | i | i | i | i | i | i | . | i

11	COc1ccc(CNC(=O)c2ccc(NS(=O)(=O)c3ccc4[nH]c(=O)[nH]c4c3)cc2)cc1OC
12	COC(=O)c1ccccc1NC(=O)Cn1nnc2sc(-c3ccccc3)cc2c1=O
13	O=C(Nc1cc(Cl)ccc1-n1cncn1)c1cc(F)cc(F)c1
14	CC(=NNC(=O)C(C)SC(C)C(=O)NN=C(C)c1cccnc1)c1cccnc1 (centres undefined)
15	CCCn1c(SCC(=O)Nc2cc(Cl)ccc2OC)nc(O)cc1=O
16	CCc1nn(-c2ccccc2)c(N)c1C#N
17	NC(=O)CN(c1ccccc1)C1SC(=O)N(Cc2ccccc2)C1=O (centres undefined)
18	Cc1csc(=N)n1CC(=O)N1CCc2ccccc21
19	Cc1ccc(NC(=O)C(C)N2C(=O)c3ccccc3C2=O)cc1 (centres undefined)
20	CC1NC(=O)c2cccnc2-n2c1nc1cc(F)ccc1c2=O (centres undefined)

Assay by compound | 11 | 12 | 13 | 14 | 15 | 16 | 17 | 18 | 19 | 20
TGFb SMAD3 inh | 2% | 0% | -21% | 12% | 7% | 10% | ? | -2% | 0% | 7%
MmCpn inh | -1% | . | 2% | . | -6% | -2% | -1% | -3% | -1% | .
HepG2 tox | -3% | -2% | -2% | 2% | 0% | 6% | -4% | 7% | 1% | 11%
Abeta yeast res | -1% | 4% | -9% | -5% | -12% | 15% | 19% | -5% | -6% | -8%
Nrf2 ARE act | -0.7% | 16% | 21% | 0.1% | 7.6% | 0.1% | -0.2% | -0.6% | 0.0% | 0.3%
CCT modulator | 1.6 | . | -0.6 | -2.5 | 1.4 | -2.2 | 0.4 | -0.3 | 2.2 | 0.9
Nrf2 inh | 1% | 8% | 3% | 3% | 7% | -2% | 29% | ? | 9% | .
A549 tox | -1% | -7% | 0% | 1% | 3% | 3% | -5% | -14% | 15% | .
pAkt inh | i | . | i | i | i | i | i | i | i | i

21	Oc1ccccc1-c1nc2ccccc2nc1-c1ccccc1
22	CCc1cccc(Nc2cc(C)nc3ncnn23)c1
23	O=C(O)CCC(=O)Nc1ccc(S(=O)(=O)Nc2nccs2)cc1
24	N=c1ccn(Cc2cccc(F)c2)cc1
25	O=C(COc1ccccc1)Nc1ncccn1
26	O=[N+]([O-])c1ccc(Nc2ccc3ccccc3c2)nc1
27	COc1cccc(C(=O)N2CCc3c([nH]c4ccccc34)C2c2ccc(SC)cc2)c1 (centres undefined)
28	Nc1ncc(Br)cc1Br
29	N#Cc1c(Nc2ccccc2Cl)s[nH]c1=O
30	CC12CCC(C(=O)CC1=O)C2(C)C (centres undefined)

Assay by compound | 21 | 22 | 23 | 24 | 25 | 26 | 27 | 28 | 29 | 30
TGFb SMAD3 inh | -1% | -7% | -1% | -16% | 11% | -19% | -10% | 7% | 0% | -6%
MmCpn inh | 0% | -8% | -4% | 0% | 0% | 2% | . | 2% | -1% | .
HepG2 tox | -1% | -29% | -18% | -3% | 0% | 6% | -24% | -22% | -143% | 7%
Abeta yeast res | -7% | 0% | -14% | -3% | 1% | 16% | -14% | 15% | ? | -10%
Nrf2 ARE act | 0.2% | 5.5% | 0.4% | -0.4% | -0.3% | 0.3% | 3.9% | 0.2% | 6.9% | 2.7%
CCT modulator | -1.9 | -0.6 | 0.6 | -0.3 | -5.4 | -3.0 | . | -0.5 | -1.1 | 0.7
Nrf2 inh | 4% | 8% | 8% | 2.1µM* | ? | 1% | . | -10% | -15% | 3%
A549 tox | -4% | 11% | -4% | ? | 15% | -15% | 2% | 1% | -7% | -4%
pAkt inh | i | i | i | i | i | i | . | i | i | i

31	CC(C)C[C@H]1CN([C@@H](Cc2ccc(O)cc2)CN2CCC[C@@H]2CN2C(=S)NC[C@@H]2Cc2ccccc2)C(=S)N1CC1CCCCC1
32	Cc1cccc(C(c2sc3nc(-c4ccco4)nn3c2O)N2CCN(c3ccccc3)CC2)c1 (centres undefined)
33	COc1cc(-c2c(-c3ccc4c(c3)OCO4)noc2C)ccc1F
34	C#CCN(C(=O)Nc1ccccc1)c1ccccc1
35	O=C(NC(=S)NNC(=O)[C@H]1C[C@@H]1c1ccccc1)c1ccc(F)cc1
36	Cc1ccc(/C=N/NC(=O)c2cccc(NC(=O)c3ccccc3Cl)c2)o1
37	Cc1ccc(NC(=O)C2(C)Cc3ccccc3C(=O)O2)cc1 (centres undefined)
38	Cc1ccc(C)c(Cn2c3ccccc3c3cnn(CC(=O)NCc4ccccn4)c(=O)c32)c1
39	Cc1cccc(C)c1NC(=O)CNC(=O)c1ccncc1
40	Nc1ccc(-c2nc3ccccc3o2)cc1

Assay by compound | 31 | 32 | 33 | 34 | 35 | 36 | 37 | 38 | 39 | 40
TGFb SMAD3 inh | 11µM* | ? | -26%&-25% | -7% | -22% | 3% | 28% | -28% | 1% | 4%
MmCpn inh | . | . | -5% | 2% | 2% | -1% | 0% | 3% | 1% | -3%
HepG2 tox | -30% | -18% | -7%&-10% | -8% | -5% | 1% | -1% | -21% | 2% | -33%
Abeta yeast res | -3% | 8% | 6% | 15% | ? | -4% | -8% | -8% | 13% | -26%
Nrf2 ARE act | -0.6% | 3.2% | 15% | -0.2% | 2.3% | 0.4% | -0.5% | 8.2% | -1.0% | 7.1%
CCT modulator | 1.2 | . | 1.0 | -0.4 | 0.5 | 0.6 | -1.6 | -1.4 | 0.8 | -0.9
Nrf2 inh | . | . | -22% | 0% | -5% | -3% | 19% | ? | 5% | ?
A549 tox | . | 1% | 0% | 1% | -10% | 5% | 14% | 2% | 0% | 6%
pAkt inh | i | . | i | i | i | i | i | i | i | i

41	CCc1cc(=O)oc2cc(C)cc(OC(C)C(=O)NCc3ccncc3)c12 (centres undefined)
42	CCCN1CCC(NC(=O)Nc2ccccc2C(=O)OC)CC1
43	Cc1cc(C)c(C(=O)OCc2csc(CC(=O)Nc3ccccc3C)n2)c(C)c1
44	COc1cc(C(=O)C(=O)c2ccc(O)c(OC)c2)ccc1O
45	COC(=O)Cc1[nH]nc2c1C(c1ccc(O)c(OC)c1)C(C#N)=C(N)O2 (centres undefined)
46	COc1ccc(S(=O)(=O)N2CCc3cc(OC)c(OC)cc3C2)cc1
47	CCCCNC(=O)c1onc(CSc2cc(C)cc(C)c2)c1C(=O)O

Assay by compound | 41 | 42 | 43 | 44 | 45 | 46 | 47
TGFb SMAD3 inh | 14% | -19% | -23% | 12% | 5% | -5% | -11%
MmCpn inh | -3% | 0% | 0% | 1% | 1% | -2% | 2%
HepG2 tox | 0% | -5% | -24% | 5% | 4% | -42% | -34%
Abeta yeast res | 3% | 10% | -6% | -17% | -2% | -8% | -2%
Nrf2 ARE act | 0.3% | -0.8% | -0.6% | -1.0% | -0.4% | 0.3% | -2.0%
CCT modulator | -0.1 | -1.4 | -2.4 | -0.5 | -1.3 | -0.2 | -0.8
Nrf2 inh | 2% | 2% | ? | -4% | -11% | -1% | -5%
A549 tox | -2% | 26% | -5% | -7% | -4% | 2% | -7%
pAkt inh | i | i | i | i | i | i | i

Records above that bear a hit mark in Nrf2 inh.
cpd	structure	TGFb SMAD3 inh	MmCpn inh	Nrf2 ARE act	CCT modulator	Nrf2 inh	pAkt inh
9	CC(C)OC(=O)c1c(-c2ccccc2)c(-c2ccccc2)nn(C)c1=O	?	.	3.9%	.	9.2µM*	.
24	N=c1ccn(Cc2cccc(F)c2)cc1	-16%	0%	-0.4%	-0.3	2.1µM*	i

Source: PubChem BioAssay (National Center for Advancing Translational Sciences (NCATS))
